From PubChem
NCI-60 one-dose screen, 48 h, at 10 µM unless noted. Numbers give growth in % (100 = growth as untreated, 0 = no growth, -100 = all killed).
CCRF-CEM: CCRF-CEM leukemia; hit rate 7% among 77,000; AID 1794778
HOP-92: HOP-92 NSCLC cells; AID 1794738; hit rate 6.3% among 71,000
SR: SR leukemia cells; hit rate 8.7% among 73,000
HOP-62: HOP-62 NSCLC; hit rate 3.9% among 80,000; AID 1794735
K-562: K-562 leukemia; hit rate 7.4% among 78,000; AID 1794777
MOLT-4: MOLT-4 leukemia cells. hit rate 6.9% among 80,000
MDA-MB-435: MDA-MB-435 melanoma. hit rate 7.8% among 82,000. AID 1794794
RPMI-8226: RPMI-8226 leukemia cells; hit rate 7.5% among 77,000; AID 1794781
An asterisk follows results filed as active; . = not tested or not shown; & = joins results of further samples. Rule for the calls: active = growth percent below 10; inactive = the rest.

SMILES	CCRF-CEM	HOP-92	SR	HOP-62	K-562	MOLT-4	MDA-MB-435	RPMI-8226
Nc1ccccc1NC(=O)c1ccc(NC(=O)C/C=C/c2cccnc2)cn1	16	-7.8*	28	27	16	17	19	-12*
CN1C(=O)N(C)C2NC(N/N=C/c3ccc(Br)cc3)=NC21 (stereo not given)	.	98	104	90	100	102	98	142
CCOC(=O)c1nc(Nc2cc(C)[nH]n2)c2ccccc2n1	97	86	81	103	100	102	97	114
O=c1oc2c(cnc3ccccc32)cc1-c1cccc(Cl)c1	77	82	93	113	89	96	97	101
N#Cc1c(-c2ccc(Cl)cc2)n2c(nc1=O)SC(=O)C2	88	88	119	115	99	118	99	97
O=C(NO)c1cccnc1	104	109	131	112	119	118	104	110
CSc1nc(N)n2nc(C)cc2n1	81	88	.	99&105	99&117	104&115	102&103	103&112
Fc1ccc(-c2cnc3nonc3n2)cc1F	96	.	81	96	82	93	113	.
COc1ccc(CCn2nnc3ccccc3c2=O)cc1OC	36	99	79	99	92	90	102	103
COc1ccc(/C=C/C(=O)c2c(C)nc3ccccc3c2/C=C/c2ccc(C)cc2)cc1	65	74	.	107	53	63	91	57
Cc1cc(C)c(C#N)c(OCc2cccc(Cn3c(C)cc(C)c(C#N)c3=O)n2)n1	100	137	94	97	103	100	95	98
CC(=O)Oc1c(C2=NN(C(C)=O)C(c3ccccc3)O2)ccc2ccccc12 (stereo not given)	89	90	.	103	83	77	107	84
CN(Cc1cnc2nc(N)nc(N)c2n1)c1c(Cl)cc(C(=O)NC(CCC(=O)O)C(=O)O)cc1Cl (stereo not given)	35	15	42	24	22	26	26	45
O=C1CN(C2CCCCC2)c2ccc(O)cc2N1	116	162	104	113	106	96	109	110
Cc1ccc(/C=C2\C(=O)N(C)c3ccc(-c4ccc(C(C)(C)C)cc4)cc32)s1	98	95	101	95	20	102	102	.

Compound profiles, from the list above. Order of screens: CCRF-CEM, HOP-92, SR, HOP-62, K-562, MOLT-4, MDA-MB-435, RPMI-8226
Record of `O=C1CN(C2CCCCC2)c2ccc(O)cc2N1` = 116, 162, 104, 113, 106, 96, 109, 110
Record of `N#Cc1c(-c2ccc(Cl)cc2)n2c(nc1=O)SC(=O)C2` = 88, 88, 119, 115, 99, 118, 99, 97
Record of `O=C(NO)c1cccnc1` = 104, 109, 131, 112, 119, 118, 104, 110
Record of `COc1ccc(CCn2nnc3ccccc3c2=O)cc1OC` = 36, 99, 79, 99, 92, 90, 102, 103

(next part)
SMILES	CCRF-CEM	HOP-92	SR	HOP-62	K-562	MOLT-4	MDA-MB-435	RPMI-8226
O=c1[nH]c2ccccc2cc1/C=N/O	92	74	.	88	89	89	98	92
CC[C@]12C=CCN3CC[C@@]4(c5cc(Nc6cc(O)c7c(=O)cc(-c8ccccc8)oc7c6)c(OC)cc5N(C)[C@H]4[C@@](O)(C(=O)OC)[C@@H]1OC(C)=O)[C@@H]32	53	42	64	86	.	37	80	43
O=C(O)c1cccc(C(=O)O)c1	110	102	.	103	111	105	106	109
Oc1ccc(-c2cc(-c3cn(-c4ccccc4)nc3-c3ccc(O)cc3)[nH]n2)cc1	73	86	106	106	76	66	95	68
CCOC(=O)c1cc(I)c(N)c(I)c1	99	103	93	105	98	98	104	104
CN1C(=O)N(C)C2C1NN=c1s/c(=C\c3ccccn3)c(=O)n12 (stereo not given)	101	97	114	100	94	107	88	101
CCCCNc1nnc2n(Cc3ccccc3)c(=O)c3c4c(sc3n12)CCCC4	59	53	9.0*	45	41	10	52	34
COc1ccc(C2=Nc3c(N)nc(N)nc3NC(c3cccc(Nc4ccnc5cc(C(F)(F)F)ccc45)c3)C2)cc1 (stereo not given)	54	57	-3.8*	68	13	24	10	18
CCCCC(O)(CCCC)C(CC)CC	120	112	88	102	78	81	98	127
CC(=O)c1cnn(-c2cc(=O)[nH]c3ccc(Cl)cc23)c1C	91	87	105	91	95	91	112	91
Nc1cc(C(=O)NC[C@H]2CN(c3ccc(N4CCC(C(=O)O)CC4)cc3)C(=O)O2)ccc1Cl	104	98	95	99	92	99	108	100
COc1cc(/C=N/NC(=O)c2ccccc2Nc2cccc(C(F)(F)F)c2)ccc1O	-42*	68	-66*	93	78	-76*	81	78
CCc1c(C)c2cc3nc(NCc4ccccc4)oc3c(C)c2oc1=O	80	78	74	74	89	72	48	72
O=C(O)C1c2ccccc2Cc2ccccc21	92	85	99	106	105	89	97	103
NNc1ccc(S(=O)(=O)c2ccc(NN)cc2)cc1	89	83	.	92	103	88	103	97
CC1CCC2(C(=O)O)CCC3(C)C(=CCC4C5(C)CC(O)C(O)C(C)(CO)C5C(O)CC43C)C2C1C (stereo not given)	89	79	105	111	106	113	110	128
COc1ccc(-c2c3c(=O)n(C)c(=O)n(C)c3cn2-c2ccc(F)cc2)cc1	.	83	87	109	99	93	94	82
CN1CCCCC1	103	92	93	102	108	97	116	101
OCc1cnccc1NC12CC3CC(CC(C3)C1)C2	96	86	99	101	.	89	105	97
Cc1nc(-c2ccccc2O)n(-c2ccccn2)n1	103	108	90	98	109	101	104	105
CC(CC(C#CC(CC(C)CC(C)(C)C)N(C)C)N(C)C)CC(C)(C)C (stereo not given)	89	61	98	95	102	108	111	86
CCOC(=O)c1nn(C2CCCCO2)c2ccc(NC(=O)CN3CCCCC3)cc12 (stereo not given)	95	102	113	99	92	101	102	108
Cc1occc1-c1nnc(SCC(=O)NN2C(=O)NC3(CCCCC3)C2=O)n1C	.	129	101	84	.	105	106	.
CC(=O)/C(C)=C\c1ccccc1	.	87	.	100	100	.	101	101
COc1ccc2[nH]cc(-c3nonc3-c3c[nH]c4ccc(F)cc34)c2c1	59	56	20	51	28	46	15	69
CC1Cn2c(nnc2-c2ccccc2O)S1 (stereo not given)	113	137	111	109	101	108	108	116
O=Nc1c(O)c(Cl)cc2ccccc12	39	112	72	75	54	46	92	40
Cc1cc(NNC(N)=S)c2ccccc2c1N=NC(N)=S	86	69	83	90	80	95	99	79
CCOC(=O)C1=C(c2ccccc2)N=C2SC3C(=NN(c4ccccc4)C3c3ccc(Br)cc3)N2C1c1cc(OC)c(OC)c(OC)c1 (stereo not given)	87	50	95	97	100	101	98	86
O=C(CCCCn1ccc(=O)[nH]c1=O)Nc1ccc(C(=O)O)c(O)c1	99	103	98	93	98	92	108	109
Cc1[nH]c(-c2nc3ccccc3[nH]2)c(C)c1C(=O)N1CCCC1	103	87	94	95	103	111	98	.
COc1cc(/C=C/C(=O)c2c(C)oc3nc[nH]c(=O)c23)cc(OC)c1OC	34	96	.	101	45	68	74	62
C=CCSC(=S)OCc1ccccc1	97	93	91	103	94	93	97	100
COC(=O)CCNS(=O)(=O)/N=C1\NC(=O)NC1=C(Cl)Cl	88	94	92	111	108	98	106	100
Nc1c(C(=O)Nc2cccc3cnccc23)sc2nc3c(cc12)C(=O)CCC3	65	80	60	91	46	102	7.1*	89
COc1ccc(-c2nc3c4cc(-c5ccc(OC)cc5)oc4ncn3n2)cc1	102	98	97	102	106	99	101	105
O=c1cc(OCCCCSC(=S)N2CCCCC2)c2ccccc2o1	85	75	80	86	74	87	103	78
O=C(COc1ncnc2sc3c(c12)CCCC3)N/N=C/c1ccc(Cl)cc1	109	99	98	105	100	104	104	97
Cc1nc(-c2ccc(Cl)cc2)ccc1-c1nnc(SCC(C)C)o1	99	89	92	101	86	100	103	96
N#CC1=C(N)Oc2c(c(=O)[nH]c3ccccc23)C12C(=O)c1cccc3cccc2c13 (stereo not given)	100	94	97	97	98	102	105	109
O=C(/C=C/c1cn(-c2ccccc2)nc1-c1ccc(OCc2ccccc2)cc1)c1ccc(OCc2ccccc2)cc1	94	89	100	107	.	103	112	100
O=C(NNC(=O)c1ccncc1)Nc1ccccc1	121	108	102	108	98	107	109	108
CC(=O)Nc1cccc2ccc(O)cc12	.	97	112	90	114	129	125	102
C/C(=N/O)c1ccc(N2C(=O)c3ccc(C(C)(C)C)cc3C2=O)cc1	94	108	88	102	100	93	94	89
COc1ccc(/C=C2\SC(=O)N(CCN(C(C)C)C(C)C)C2=O)cc1	90	128	93	109	88	92	111	90

Just HOP-62, for five of the compounds above:
SMILES	HOP-62
COc1ccc(-c2nc3c4cc(-c5ccc(OC)cc5)oc4ncn3n2)cc1	102
O=c1cc(OCCCCSC(=S)N2CCCCC2)c2ccccc2o1	86
O=C(COc1ncnc2sc3c(c12)CCCC3)N/N=C/c1ccc(Cl)cc1	105
Cc1nc(-c2ccc(Cl)cc2)ccc1-c1nnc(SCC(C)C)o1	101
N#CC1=C(N)Oc2c(c(=O)[nH]c3ccccc23)C12C(=O)c1cccc3cccc2c13 (stereo not given)	97

Carrying on:
SMILES	CCRF-CEM	HOP-92	SR	HOP-62	K-562	MOLT-4	MDA-MB-435	RPMI-8226
CC(C)C1C2=C(NCCN1C(=O)c1ccncc1)C(C)(C)N(Cc1ccccc1)C2=O (stereo not given)	108	103	89	103	98	84	104	112
CCOC(=O)c1nn(-c2ccn(C)n2)c(C(=O)OCC)c1N	109	100	119	110	101	105	103	110
O=c1[nH]c2ncc(-c3ccc4ncnc(N5CCc6cc(F)c(Cl)cc65)c4c3)cc2o1	100	32	.	95	90	101	91	94
O=C(Nc1ccc([N+](=O)[O-])cc1)N1CCOCC1	96	96	92	116	111	103	103	97
O=Cc1[nH]c(Sc2ccccc2)c2ccccc12	12	46	59	86	36	17	82	7.6*
C[C@H]1[C@H](C)CC[C@]2(C(=O)O)CC[C@]3(C)C(=CC[C@@H]4[C@@]5(C)C[C@@H](Cc6cn([C@@H]7O[C@H](CO)[C@@H](O)[C@H](O)[C@H]7O)nn6)[C@H](O)C(C)(C)[C@@H]5CC[C@]43C)[C@H]12	99	96	105	89	95	94	101	98
Cc1ccc(-n2nc(C(=O)NCC(=O)O)nc2-c2ccccc2)cc1	111	101	116	110	.	106	98	119
COc1cc(/C=C/c2cc(/C=C/c3ccc(O)c(OC)c3)n(C(=O)Nc3ccc(Cl)cc3)n2)ccc1O	4.5*	-4.7*	1.5*	17	-7.3*	-2.0*	2.5*	2.9*
COc1c(C)cnc(CSc2nc(-c3ccc(F)cc3)cn2-c2ccc(Cl)cc2)c1C	95	109	91	92	.	77	94	79
CCOC(=O)c1nc2ccccc2[nH]c1=O	102	.	.	92	109	96	94	.
COc1cc(C2C3CCc4ccccc4C3=NN2C(C)=O)cc(OC)c1OC (stereo not given)	107	57	84	101	87	104	123	95
Cc1ccc(-c2cc(-c3ccccn3)[nH]n2)cc1	102	64	92	92	80	81	100	96
CCOC(=O)C1(c2ccccc2)CCCNC1=O (stereo not given)	103	.	109	92	95	101	106	98
COc1ccc(/C=N/NC(=O)c2c(Nc3ccccc3)nn(CC(O)c3ccccc3)c2N)cc1Oc1ccccc1 (stereo not given)	85	100	79	111	72	63	93	80
O=S(=O)(Cl)c1cc(Cl)c(Cl)cc1Cl	.	66	.	100	.	.	104	83
